Screens deposited in PubChem BioAssay by National Center for Advancing Translational Sciences (NCATS).
ERK EGF inh: inhibitors of EGF-stimulated ERK signaling pathway. HEK293-V1b, EGF-stimulated phospho-ERK AlphaScreen. actives 0.41% (n = 130,000). Potency, µM (doses to about 11.5 µM), without a hit: top-dose activity change, negative = inhibition, most hits filed as inhibitors; active means well fitted inhibition curve with a large enough effect; inconclusive means small, poorly fitted or top-dose-only effect, or effect the other way;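 further: plate controls were stimulated vehicle wells for no effect and unstimulated vehicle basal for full effect; nearly all actives have a fitted effect of over 55% in size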
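V1b-HEK293, 1% FBS o/n; cpd 30 min 37C; EGF 25 nM final, 5 min; lyse 10 min; AlphaScreen beads 5 h RT. Normalized DMSO basal vs EGF max; Hill AC50.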
Active calls of the source: *; ? = inconclusive; [ ] = another dose, or the depositor's remark. Potency means the concentration at half of the fitted maximal effect. An excerpt (hit frequency here may not be typical).

SMILES | ERK EGF inh
O=C(CN1CCN(Cc2ccc(Cl)cc2)CC1)N/N=C/C=C/c1ccccc1[N+](=O)[O-] | -10%
CC(=O)Nc1c(O)nc(SC/C=C/CSc2nc(O)c(NC(C)=O)c(=O)[nH]2)[nH]c1=O | -4%
COc1ccccc1C(=O)Oc1cc(C)[nH]c(=O)c1[N+](=O)[O-] | -6%
O=C(c1cc(S(=O)(=O)N2CCC3(CC2)OCCO3)ccc1F)N1CCCCC1 | -1%
Cc1cc2cc(CNC(=S)NC3CCCCC3)ccc2[nH]1 | 3%
CN(C)c1ccc(/C=N/NC(=O)c2ccccc2Cl)cc1 | -5%
O=C(NCc1ccccc1)c1cccnc1N1CCOCC1 | -3%
O=C(N/N=C/c1cccc2nccnc12)c1ccccc1O | -11%[57.5 µM]
COc1ccccc1-n1c(SCC(=O)N2CCOCC2)nc2cccnc21 | 3%
CCCN1C(=O)/C(=C/c2ccc(N3CCOCC3)cc2)NC1=S | -4%
CSc1nccc(-c2sc(SC)c(C#N)c2-c2ccccc2)n1 | ?
C[C@@H](C(=O)Nc1ccc2ccccc2c1)[C@@H]1C[C@@]1(C)[C@@H](NC(=O)OCc1ccccc1)c1ccccc1 | -7%
S=C1NCCOCCOCCNC(=S)N2CCOCCOCCN1CCOCCOCC2 | -9%
COC(=O)c1ccc(NC(=S)Nc2ccc(O)cc2)cc1 | -8%
O=C(CN1CCSC1=NCc1ccccc1)c1ccccc1 | -6%
CCOC(=O)Cc1c(C)nc2c(-c3ccc(Cl)cc3)cnn2c1C | -12%
Cc1cnc([N+](=O)[O-])n1CCOC(=O)NC(=O)c1c(F)cccc1F | 6%
C=CCN(CC=C)C(=S)Nc1ccc(OC)c(OC)c1 | -3%
CCCCN(CCCC)C(=O)CN(C)S(=O)(=O)c1ccc2c(c1)n(C)c(=O)c(=O)n2C | -15%
O=C(N/N=C1\CC2CC=CC12)c1ccc(O)cc1 (stereo unspecified) | 1%
COC(=O)C1=C(N)OC2=C(C(=O)CCC2)C1c1ccccc1OC (stereo unspecified) | -9%[57.5 µM]
CCc1nnc(NC(=O)C2=CCN(S(=O)(=O)c3ccccc3)CC2)s1 | -5%[57.5 µM]
CC(=O)O/N=C1\C(=O)N(Cc2ccc(C)cc2)c2ccccc21 | 1%
O=C(CNC(=O)c1cccs1)c1ccc(F)cc1 | -2%
O=C(c1ccc2[nH]c3c(c2c1)CCCC3)N1CCN(c2ccc(F)cc2)CC1 | 3%
COCc1c(C(=O)OCc2nc(N)nc(Nc3ccccc3C)n2)oc2ccccc12 | 3%
C/C(=N/NC(=O)C(O)(c1ccccc1)c1ccccc1)c1ccc([N+](=O)[O-])o1 | -5%
CC(C)=CCCC1(C)C=Cc2c(c(C)cc3c2[nH]c2cc(O)ccc23)O1 (stereo unspecified) | 1%[57.5 µM]
C/C(N)=C(/C#N)C(=O)COC(=O)CNC(=O)c1ccc(Cl)cc1Cl | 6%
COc1ccc(C)cc1NC(=O)Cn1cnnn1 | -2%
N=c1c(-c2nc3ccccc3[nH]2)cc(C(=O)c2ccco2)nn1-c1ccccc1 | 10%
CC(NCc1ccc(-c2ccccc2)cc1)C(O)c1ccccc1 (stereo unspecified) | ?
CCCCC1=CC2=CC(=O)C(C)(OC(=O)CCC(=O)OC)C(=O)C2=CO1 (stereo unspecified) | -11%
COc1ccc(NC(=O)C2=Cc3ccccc3OC2)cc1 | 1%
Cc1ccccc1-c1nc(SCc2ccccn2)c2c(=O)n(C)c(=O)n(C)c2n1 | -8%
NCCCC[C@H](NC(=O)C1CCNCC1)c1nnc([C@@H](N)CO)o1 | -6%[57.5 µM]
CC1Cc2ccccc2N1C(=O)CNc1ccccc1N1CCCCC1 (stereo unspecified) | -11%
Cc1cc(C(=O)CSc2nc(N)cc(N)n2)c(C)n1-c1cccc(C(F)(F)F)c1 | 5%
Cc1ccc(OCCN2C(=O)c3ccccc3C2=O)c([N+](=O)[O-])c1 | 3%
Cc1ccc(CCc2nnc(SCC(=O)Nc3ccccc3Cl)n2-c2ccccc2)o1 | -2%
COc1cccc(OC)c1C(=O)NNC(=O)c1ccc(F)cc1 | -9%
C[C@](N)(Cc1ccc(O)cc1)C(=O)O | 15%
N#Cc1ccc(C(=O)NC2CCCc3ccccc32)cc1 (stereo unspecified) | 5%
Cc1ccc(CN=c2c([N+](=O)[O-])nn(-c3cccc(Cl)c3)n2O)cc1 | ?
Clc1ccc2nncn2n1 | 1%
COc1ccc(CCN(Cc2ccccn2)C(=S)Nc2cccc(SC)c2)cc1OC | -1%
Cc1cc(O)c(-c2cc(O)c(C)cc2O)cc1O | ?
CC(=O)Nc1ccccc1C(=O)C(=O)Nc1ccc(C(=O)N2CCOCC2)cc1 | -5%
COc1ccc(CNc2ncnc3ccc(-c4ccccc4CN(C)C)cc23)c(OC)c1 | 16%
COc1ccc(CN(CC(=O)NCc2ccccc2)C(=O)c2csnn2)cc1 | 5%
COc1cc(S(=O)(=O)N(CCc2ccccc2)Cc2cccs2)ccc1-n1cnnn1 | 8%
O=C(CSc1nc2ccccc2[nH]1)N1CCN(C(=O)c2ccco2)CC1 | 1%
O=c1c2[nH]c3cccc(Cl)c3c2ncn1CC1CCCO1 (stereo unspecified) | -12%[57.5 µM]
C#CCOCCOCCOCCNc1nc(N2CCN(C(=O)C(Cc3ccc(O)cc3)n3cc(C(N)CC(C)C)nn3)CC2)nc(N2CCN(C(=O)C(Cc3cc4ccccc4[nH]3)n3cc(C(N)C(C)CC)nn3)CC2)n1 (stereo unspecified) | 6%[57.5 µM]
COc1cc(S(=O)(=O)N(Cc2cccc(OC)c2OC)CC2CCCO2)ccc1-n1cnnn1 (stereo unspecified) | -1%[57.5 µM]
CCOC(=O)C1=C(N)OC2=C(C(=O)CCC2)C1c1ccccc1OC (stereo unspecified) | 1%
O=S(=O)(Nc1ccc2cn[nH]c2c1)c1ccc(Cl)s1 | 4%
Cc1cccc(C(=O)N(Cc2nc3ccccc3c(=O)[nH]2)C2CCCCC2)c1 | 2%
O=C(/C=C/c1ccco1)N1CCN(c2ccc(F)cc2)CC1 | 5%[57.5 µM]
CCOC(=O)c1ccc(NC(=O)CCSCCc2ccccn2)cc1 | -1%

Following part.
SMILES | ERK EGF inh
O=[N+]([O-])c1cccc(N2Cc3ccccc3C2)c1 | -13%
CCOC(=O)C1(Cc2cccc(F)c2)CCN(Cc2cnn(CC)c2C)CC1 | 1%
CCOc1ccc(/C=C(/NC(=O)c2ccc(Cl)cc2)C(=O)O)cc1OCC | -8%[57.5 µM]
Cc1ccccc1NC(NC(=O)c1cccnc1)C(Cl)(Cl)Cl (stereo unspecified) | -3%
Nc1ccc(S(=O)(=O)NC2=NCCCCC2)cc1 | 0%[57.5 µM]
Cc1cc(=O)n2[nH]c(CCC(=O)O)nc2n1 | 7%[57.5 µM]
Cc1ccc(OCC(=O)Nc2ccc([N+](=O)[O-])cc2)cc1 | -11%
CCCCCOc1ccc(NC(=O)C(=O)NCC2CCCN2CC)cc1 (stereo unspecified) | -3%
CCOCCCNC(=O)C(Cc1ccccc1)NS(=O)(=O)c1cccc2nsnc12 (stereo unspecified) | -4%
CCN(CC)S(=O)(=O)c1cccc(NN=c2c(=O)c3ccccc3c2=O)c1 | -9%[57.5 µM]
O=C(CSCc1c(F)cccc1Cl)NCCSCc1ccco1 | 3%
COc1cc(SC)ccc1C(=O)NCCc1ccccc1 | 1%
COc1ccccc1/C=C(/C(=O)OCC(=O)Nc1ccccc1C(C)C)c1ccccc1 | -3%
Cc1c(NC(=O)Nc2ccccc2)cccc1[N+](=O)[O-] | 1%
CCc1cccc(NC(=O)c2ccc3c(=O)n4c(nc3c2)CCCCC4)c1 | ?
COc1ccc(-n2c(C)nc3sc4c(c3c2=O)CCCC4)cc1 | 2%
COc1ccc(/C(O)=C2/C(=O)C(=O)N(CCCN(C)C)C2c2ccccc2)cc1OC (stereo unspecified) | 3%
c1ccc(-c2nnc(N3CCOCC3)c3ccccc23)cc1 | 36%
O=[N+]([O-])c1cccc(N/N=C/c2cccc3ccccc23)c1 | 4%
NCC1OC(O[C@@H]2[C@H](O)[C@@H](OC3C(O)C(N)CC(N)C3OC3OC(CO)C(O)C(O)C3N)O[C@@H]2CO)C(N)C(O)C1O (stereo partly specified) | -2%
Nc1nc2c([nH]c(=S)n2C2OC(CO)C(O)C2O)c(=O)[nH]1 (stereo unspecified) | 15%
O=C(Cn1nc([N+](=O)[O-])nc1Br)NC(c1ccccc1)c1ccccc1 | 12%
O=C(c1ccc(-n2cccc2)cc1)N1CCCCC1 | 5%
O=C(COc1ccccc1)Nc1ccc(N2CCN(C(=O)c3cccs3)CC2)cc1 | 2%
COc1ccc(NC(=O)CN(C)CC(=O)Nc2ccc(Cl)c(S(=O)(=O)N(C)C)c2)cc1 | 5%
COc1ccc(Cn2c(O)c(C=Nc3ccc(C)cc3)c3ccccc3c2=O)cc1 | 0%
CCNC(=S)N/N=C/c1c(Cl)cccc1Cl | 3%
COc1ccccc1CCn1c(=O)c(-c2ccc(Cl)cc2)nc2cncnc21 | 2%
CNC(=S)Nc1cccc(Cl)c1C | -3%
COc1cccc(/C=N/NC(=O)CN(CCc2ccccc2)S(=O)(=O)c2ccc(NC(C)=O)cc2)c1 | 4%
Cc1cc(C)n(-c2nnc(NCc3ccc(Cl)cc3)nn2)n1 | ?
Cc1[nH]c2ccccc2c1C(=O)COC(=O)c1c(-c2ccccc2Cl)noc1C | -8%
Cc1cc(C)n2nc(SCC(=O)NC(=O)NCc3ccco3)nc2n1 | 0%[57.5 µM]
COc1ccc(-c2coc3cc(O)ccc3c2=O)c(OC)c1O | 11%
COC(=O)NC(C)N1C(=O)C2C3C=CC(C3)C2C1=O (stereo unspecified) | -10%
O=C(/C=C/c1ccccn1)c1cc(Cl)cc(Cl)c1O | -1%[57.5 µM]
Cc1cccc(NC(=O)c2nc[nH]c2C(=O)Nc2ccccc2[N+](=O)[O-])c1 | 3%
Cc1cc(C=O)c(C)n1-c1ccc(Cl)c(C(=O)O)c1 | -9%
Cc1ccc(NCC(=O)N/N=C\c2ccc[nH]2)cc1 | 11%[57.5 µM]
CC(C)CC(=O)NC(=S)Nc1ccc(NC(=O)c2ccco2)cc1 | -5%
COc1ccc(N(C(C)C(=O)NN=C2CCCCCCC2)S(C)(=O)=O)cc1 (stereo unspecified) | -15%
CCOC(=O)C1=C(C)NC(C)=C(C(=O)OCC)C1C | 3%[57.5 µM]
CCCS(=O)(=O)N1CCN=C1SCc1cccnc1 | -5%
COc1cc(NC(=O)c2ccc(F)cc2)c(OC)cc1NC(=O)CN1CCOCC1 | 2%
Cc1nn(CCC(=O)NNC(=S)Nc2cccc(Cl)c2)c(C)c1[N+](=O)[O-] | 2%
CC(=O)c1nnn(-c2ccccc2C#N)c1C | 2%[57.5 µM]
Cc1ccc(NC(=S)N2CCN(c3ccccn3)CC2)c(C)c1 | -2%
COc1ccc(NC(=O)C(=O)NCCC2=CCCCC2)c(OC)c1 | 1%
N=C1/C(=C/c2ccc(-c3cccc(C(=O)O)c3)o2)C(=O)N=C2SC=C(c3ccccc3)N12 | 1%
Cc1cc(NC(=O)c2coc(=O)c(Br)c2)ccc1C(C)C | 22%[57.5 µM]
CC(O)CNC12CC3CC(CC(C3)C1)C2 (stereo unspecified) | 11%
CC(C)(C)c1cc(C(=O)NCc2cc(F)cc3c2OCOC3)n(Cc2ccccc2)n1 | -12%[57.5 µM]
Cc1cccc(-n2c(O)c(C=Nc3cccc(O)c3)c3ccccc3c2=O)n1 | -26%[57.5 µM]
CCO[C@@H]1OC(C(=O)Nc2ccccc2)=C[C@H](c2ccc(Br)cc2)[C@H]1CCCO | 6%[57.5 µM]
COc1cccc(/C=N/NC(=O)CCn2nnc3ccccc32)c1 | -1%
O=C(NCc1cccs1)c1ccc(Br)o1 | -1%
Cc1ccc(-c2nnn(CCOc3cccc(Br)c3)n2)cc1 | -6%

Structures above with a nitro group on carbon:
SMILES | ERK EGF inh
O=C(CN1CCN(Cc2ccc(Cl)cc2)CC1)N/N=C/C=C/c1ccccc1[N+](=O)[O-] | -10%
COc1ccccc1C(=O)Oc1cc(C)[nH]c(=O)c1[N+](=O)[O-] | -6%
Cc1cnc([N+](=O)[O-])n1CCOC(=O)NC(=O)c1c(F)cccc1F | 6%
C/C(=N/NC(=O)C(O)(c1ccccc1)c1ccccc1)c1ccc([N+](=O)[O-])o1 | -5%
Cc1ccc(OCCN2C(=O)c3ccccc3C2=O)c([N+](=O)[O-])c1 | 3%
Cc1ccc(CN=c2c([N+](=O)[O-])nn(-c3cccc(Cl)c3)n2O)cc1 | ?
O=[N+]([O-])c1cccc(N2Cc3ccccc3C2)c1 | -13%
Cc1ccc(OCC(=O)Nc2ccc([N+](=O)[O-])cc2)cc1 | -11%
Cc1c(NC(=O)Nc2ccccc2)cccc1[N+](=O)[O-] | 1%
O=[N+]([O-])c1cccc(N/N=C/c2cccc3ccccc23)c1 | 4%
O=C(Cn1nc([N+](=O)[O-])nc1Br)NC(c1ccccc1)c1ccccc1 | 12%
Cc1cccc(NC(=O)c2nc[nH]c2C(=O)Nc2ccccc2[N+](=O)[O-])c1 | 3%
Cc1nn(CCC(=O)NNC(=S)Nc2cccc(Cl)c2)c(C)c1[N+](=O)[O-] | 2%
